MT1-MMP act inh = blocks activation of human MT1-MMP | P50281 | HT1080 RFP-PRO-GFP cells, GFP/RFP ratio fluorescence, overnight; percent of plate control window, DMSO zero | GFP/RFP ratio change, % at 20 µM | 360,000 compounds, 0.061% hits;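 active = GFP/RFP ratio change of at least 30% with cell ATP level not reduced by more than half and red fluorescence within 50% of control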; note: strong numbers were not always called active
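system = RFP-PRO-GFP reporter HT1080 cells | dosing = 20 µM single dose, 1% DMSO | timing = overnight cell settling, then overnight compound exposure, 37 °C, 5% CO2 | read-out basis = GFP/RFP fluorescence ratio | controls = DMSO and RFP-L50D-GFP cell wells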
CSN deneddyl inh = CSN deneddylation inhibition. Purified CSN, SCF-Nedd8-OG deneddylation, fluorescence polarization. inhibition, % at 12.5 µM. 360,000 compounds, 0.38% hits;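 active = pattern-corrected inhibition above about 35%, with an unprinted fluorescence ratio check between 0.5 and 1.5, limit read from the data, passing the limit was not always enough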;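 note: 0% = enzyme with substrate and 100% = substrate without enzyme; some results filed as inactive read as strong as hits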
Target sequence (Q92905 whole entry, looked up, one chain of several): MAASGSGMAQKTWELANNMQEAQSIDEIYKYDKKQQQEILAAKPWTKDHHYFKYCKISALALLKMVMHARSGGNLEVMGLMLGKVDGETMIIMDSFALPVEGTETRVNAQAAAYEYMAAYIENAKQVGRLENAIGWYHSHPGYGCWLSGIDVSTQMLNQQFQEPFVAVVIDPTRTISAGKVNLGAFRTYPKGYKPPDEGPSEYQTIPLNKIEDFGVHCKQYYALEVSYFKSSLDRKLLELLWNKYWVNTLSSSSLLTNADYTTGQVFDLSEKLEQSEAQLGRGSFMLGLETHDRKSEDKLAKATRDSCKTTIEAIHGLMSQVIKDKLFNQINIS
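Detection – fluorescence polarization · System – HEK293T-derived human Csn5 enzyme · Controls – substrate-only high control, full reaction low control · Timing – 90 min, room temperature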
Rpn11 block = inhibitors of human proteasome Rpn11 | O00487 | human 26S proteasome, Ub4-pepOG fluorescence polarization; 20S core pre-blocked with epoxomicin | calls only at 20 µM | 360,000 compounds, 0.59% hits;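 active = inhibition at 20 µM, scaled to each plate's controls, above about 33%, limit read from the data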
FAS TE block = FAS thioesterase (human) inhibition; P49327; recombinant FAS-TE, OMFH fluorogenic substrate, fluorescence endpoint; inhibition, % at 15 µM; 360,000 compounds, 0.67% hits;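 active = compounds whose normalised, plate-corrected inhibition of enzyme fluorescence in the single-dose primary screen is 50% or more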;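 note: 0% = DMSO with enzyme and 100% = substrate without enzyme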
MsrA inhibitor = inhibitors of bovine MsrA | purified bovine MsrA, absorbance read-out | inhibition, % at 15.5 µM | 360,000 compounds, 0.75% hits | AID 651718; in the data active = inhibition above about 4.5%;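 note: 0% = vehicle wells with enzyme and 100% = reference inhibitor wells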
Rin1 Abl inh = human Rin1-Abl interaction inhibition; 360,000 compounds, 0.4% hits; inhibition, % at 7.35 µM; TR-FRET Rin1/Abl binding, biochemical; P00519+Q13671; in the data active = inhibition above about 5%, passing the limit was not always enough
MLLE-PAM2 inh = inhibitors of microRNA-mediated deadenylation, human PABP1 MLLE binding; P11940; GST-MLLE / FITC-PAM2 fluorescence polarization; 360,000 compounds, 0.36% hits; inhibition, % at 20 µM; in the data active = inhibition above about 35%, passing the limit was not always enough;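 note: plate controls were DMSO wells with GST-MLLE for no effect and wells lacking GST-MLLE protein for full effect; some results filed as inactive read as strong as hits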
Target sequence (P11940 whole entry, looked up): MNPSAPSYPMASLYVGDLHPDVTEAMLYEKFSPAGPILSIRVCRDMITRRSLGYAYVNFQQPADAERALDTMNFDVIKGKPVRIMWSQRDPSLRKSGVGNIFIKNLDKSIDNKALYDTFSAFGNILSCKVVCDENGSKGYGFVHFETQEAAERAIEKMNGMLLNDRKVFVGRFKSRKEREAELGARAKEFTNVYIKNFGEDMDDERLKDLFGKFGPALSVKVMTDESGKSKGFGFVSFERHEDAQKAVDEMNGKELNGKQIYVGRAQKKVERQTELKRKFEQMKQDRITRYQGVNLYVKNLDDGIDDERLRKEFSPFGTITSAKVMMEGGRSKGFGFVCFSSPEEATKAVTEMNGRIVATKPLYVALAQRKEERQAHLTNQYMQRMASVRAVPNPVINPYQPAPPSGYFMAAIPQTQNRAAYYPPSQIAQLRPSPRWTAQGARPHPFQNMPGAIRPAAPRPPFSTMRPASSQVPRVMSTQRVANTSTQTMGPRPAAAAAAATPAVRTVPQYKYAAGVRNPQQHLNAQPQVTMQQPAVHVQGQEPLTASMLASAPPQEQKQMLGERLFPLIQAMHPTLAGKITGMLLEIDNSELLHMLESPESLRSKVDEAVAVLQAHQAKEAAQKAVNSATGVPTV
E coli Lon inh = inhibitors of E. coli Lon protease; AID 602123; 360,000 compounds, 0.42% hits; P0A9M0; inhibition, % at 7.94 µM; purified E. coli Lon protease, fluorescence polarization; in the data active = inhibition above about 13%, passing the limit was not always enough;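 note: 0% = enzyme with probe and DMSO and 100% = no enzyme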
bovine MsrA act = activates bovine MsrA enzyme. activation, % at 10.6 µM. purified bovine MsrA, absorbance read-out. AID 602163. 360,000 compounds, 0.3% hits; in the data active = activation above about 7.5%;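 note: 0% = vehicle and 100% = reference activator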
Numbers without * were called inactive; i = inactive; / = not tested or not shown.

item	SMILES	MT1-MMP act inh	CSN deneddyl inh	Rpn11 block	FAS TE block	MsrA inhibitor
1	CCOC(=O)c1c(NC(=O)CSc2nncs2)sc(C)c1-c1ccccc1	-10.6	-6.3	i	22.3	-0.2
2	CCOC(=O)/C(C#N)=C/c1ccc(N2CCCCC2)cc1	-13.4	23.3	/	11.6	0.7
3	COc1ccc(-c2cc(=O)[nH]c(=O)[nH]2)cc1	-5.1	-1.6	i	-5.4	1.4
4	CC1CCN(C(=O)C(Cc2ccccc2)n2cccc2)CC1 (stereo not given)	-2.1	-5.4	i	3.4	1.3
5	COc1cccc(CC(=O)Nc2nc3ccccc3[nH]2)c1	1.8	1.4	i	-1.4	-0.1
6	Cc1cc(=O)c2ccc(Cl)cc2[nH]1	-6.6	95.8	i	-2.2	-1.0
7	CCOC(=O)N1CCN(C(=O)c2c[nH]c3ccc(S(=O)(=O)N(C)c4ccccc4C)cc3c2=O)CC1	-0.1	0.8	i	-4.7	2.8
8	Cc1ccc(NC(=O)c2cc3cccc([N+](=O)[O-])c3[nH]2)cc1	3.2	0.5	i	18.8	0.5
9	CCc1ccccc1OCC(=O)NCC1COc2ccccc2O1 (stereo not given)	5.6	-0.9	i	14.5	-0.6
10	CC(C)[C@@H]1O[C@H](CCc2ccccc2)CC2=C1C(=O)OC(C)(C)O2	-1.4	-7.9	/	23.8	-0.9

item	Rin1 Abl inh	MLLE-PAM2 inh	E coli Lon inh	bovine MsrA act
1	-4.1	7.4	-8.7	-0.1
2	-2.8	-124.2	-82.2	-2.1
3	0.1	3.5	-17.2	-4.7
4	1.2	9.0	11.6	-0.8
5	4.9	-4.1	10.2	-11.1
6	-0.6	-4.8	-7.5	-0.9
7	2.8	-0.9	-4.6	-0.4
8	1.4	5.8	6.7	-2.1
9	6.0	6.8	4.9	-4.4
10	/	/	3.4	-1.1

(further entries)
item	SMILES	MT1-MMP act inh	CSN deneddyl inh	Rpn11 block	FAS TE block	MsrA inhibitor
11	CCc1cccc(CC)c1NC(=O)CCCSc1nc2ccccc2s1	-3.5	-5.4	i	9.2	-1.0
12	O=C(Nc1ccnn1C1CCN(Cc2ccc(CO)o2)CC1)c1ccc2c(c1)OCO2	-0.4	0.0	i	-4.4	1.2
13	CS(=O)(=O)N1CCN(c2ccc(C(=O)N3CCOCC3)cc2[N+](=O)[O-])CC1	0.7	1.4	i	-5.3	-0.4
14	COc1cc(OC)cc(-c2c(C#Cc3ccsc3)c3cc(-c4ccc(SC)cc4)ccc3n2C)c1	-4.3	2.9	i	27.9	1.2
15	CCN1CCN(C(=O)N[C@@H](C(=O)N[C@@H]2C(=O)N3C(C(=O)O)=C(CSc4nnnn4C)CS[C@H]23)c2ccc(O)cc2)C(=O)C1=O	0.2	-3.1	i	-0.9	-1.9
16	CC(Sc1nnc(-c2ccccc2F)n1C1CC1)C(=O)NC(N)=O (stereo not given)	-4.0	5.3	i	-3.6	1.8
17	COc1ccc(CC(=O)NNC(=O)COc2ccc3ccccc3c2)cc1	4.7	-4.2	i	-10.3	1.2
18	CCCCCC(=O)N1CCCC1	1.9	0.0	i	-7.6	-0.7
19	CCCc1nc(SCC(=O)N2CCN(c3ccccc3)CC2)c2c(=O)n(C)c(=O)n(C)c2n1	-4.7	-2.9	i	25.0	-1.7
20	COc1cccc(N(CC(=O)NCc2cccnc2)S(C)(=O)=O)c1	-0.8	1.7	i	-7.0	0.3

item	Rin1 Abl inh	MLLE-PAM2 inh	E coli Lon inh	bovine MsrA act
11	-0.5	23.9	-1.0	3.7
12	0.5	-0.3	-1.6	-3.3
13	1.2	13.1	-6.2	-3.7
14	1.2	4.9	-1.3	-0.7
15	-1.9	32.3	3.0	-0.5
16	1.6	9.0	-9.6	-1.5
17	-4.2	5.1	10.1	-5.9
18	0.2	13.2	-2.2	-2.0
19	-2.4	6.9	-4.4	-1.8
20	-3.4	13.3	-3.7	-4.2

An excerpt of these results, with tabs:
No.	Compound	MT1-MMP act inh	CSN deneddyl inh	Rpn11 block	FAS TE block	MsrA inhibitor	Rin1 Abl inh	MLLE-PAM2 inh	E coli Lon inh	bovine MsrA act
17	COc1ccc(CC(=O)NNC(=O)COc2ccc3ccccc3c2)cc1	4.7	-4.2	i	-10.3	1.2	-4.2	5.1	10.1	-5.9
18	CCCCCC(=O)N1CCCC1	1.9	0.0	i	-7.6	-0.7	0.2	13.2	-2.2	-2.0
19	CCCc1nc(SCC(=O)N2CCN(c3ccccc3)CC2)c2c(=O)n(C)c(=O)n(C)c2n1	-4.7	-2.9	i	25.0	-1.7	-2.4	6.9	-4.4	-1.8
20	COc1cccc(N(CC(=O)NCc2cccnc2)S(C)(=O)=O)c1	-0.8	1.7	i	-7.0	0.3	-3.4	13.3	-3.7	-4.2

Later entries:
item	SMILES	MT1-MMP act inh	CSN deneddyl inh	Rpn11 block	FAS TE block	MsrA inhibitor
21	C=CCN(CC=C)S(=O)(=O)c1ccc2nsnc2c1	-2.4	-0.7	i	0.2	0.2
22	Cc1ccc2[nH]c(=O)c(CN(CCCO)C(C)c3nnnn3Cc3ccco3)cc2c1 (stereo not given)	-4.6	2.1	i	-8.1	2.7
23	O=C(COC(=O)c1ccccc1[N+](=O)[O-])NCCCc1ccccc1	-2.1	-2.1	i	3.1	1.3
24	CCN(CC)CCOCCOC(=O)C(CC)(CC)c1ccccc1	-1.1	1.0	i	-6.7	-0.4
25	CCOC(=O)/C=C(\C)Sc1cc(O)c2ccccc2c1O	-3.9	41.5*	i	1.3	41.4*
26	CC(C(=O)NCc1cccc(Cl)c1)N1C(=O)c2ccccc2C1=O (stereo not given)	-2.0	-0.9	i	-0.1	-0.1
27	COc1cccc(/C=C/C(=O)OCC(=O)NCc2ccco2)c1OC	0.1	2.1	i	16.1	0.7
28	CCOc1ccc(NC(=O)CN(C)C(=O)CSCc2c(C)noc2C)cc1OCC	-0.3	-8.5	i	-3.3	-0.6
29	Cc1cc(C)c(S(=O)(=O)N2CCN(C(=O)N(C)C)CC2)c(C)c1	6.6	-10.0	i	-4.4	-1.6
30	CCCN(CCC)CC(O)COc1ccc([N+](=O)[O-])cc1 (stereo not given)	2.7	5.1	i	-1.1	-0.2

item	Rin1 Abl inh	MLLE-PAM2 inh	E coli Lon inh	bovine MsrA act
21	1.1	-14.4	3.6	-4.6
22	1.5	1.7	-0.2	-3.4
23	1.0	-6.8	1.9	-9.1
24	3.4	0.5	3.5	-0.8
25	6.0	61.6*	7.9	3.3
26	1.9	0.0	-1.8	-2.0
27	-3.0	-4.1	7.1	-1.4
28	3.1	-11.7	1.0	-3.1
29	3.7	-6.2	-4.9	-6.8
30	-0.4	-9.0	-4.9	-2.3

(listing goes on)
item	SMILES	MT1-MMP act inh	CSN deneddyl inh	Rpn11 block	FAS TE block	MsrA inhibitor
31	COc1cccc(-c2nc(N3CCN(C)CC3)c3ccccc3n2)c1O	-12.2	0.4	i	2.0	0.3
32	CC(C)OCCCn1c(=NC(=O)c2ccncc2)c(C#N)cc2c(=O)n3ccccc3nc21	6.0	5.0	i	-5.6	-0.4
33	CC1(C(=O)NCc2ccccc2)Cc2c(-c3ccccc3)ccnc2O1 (stereo not given)	-1.6	1.5	i	-0.4	0.3
34	COc1cc(CN2CCC(C(=O)N3CCN(c4ccccc4F)CC3)CC2)cc(OC)c1OC	-1.1	8.1	i	-7.2	-0.7
35	Cn1c(=O)[nH]c(=O)c2c1nc(Sc1ncccn1)n2CCCc1ccccc1	-2.4	5.1	i	0.9	0.2
36	Cc1ccc(NC(=O)c2nnn(CC(=O)Nc3ccc4c(c3)OCO4)c2N)cc1C	0.5	4.2	i	-10.8	0.3
37	O=C(CNC(=O)c1ccc(Br)o1)NCc1ccc(Cl)cc1Cl	0.9	1.5	i	5.4	0.2
38	CC1(C)CC(=O)C2=C(C1)N(c1ccccc1)C(=O)CC2c1ccsc1 (stereo not given)	-1.6	4.1	i	1.3	-0.3
39	CCOc1ccc(-c2nnn(CC(=O)NCc3ccc(F)cc3)n2)cc1OCC	2.6	0.9	i	-7.9	-1.1
40	COc1ccc(C(C#N)=Cc2cccc(OC)c2OC)cc1	1.7	-4.7	i	21.4	2.8

item	Rin1 Abl inh	MLLE-PAM2 inh	E coli Lon inh	bovine MsrA act
31	-4.5	3.6	1.3	-7.7
32	4.8	22.4	-2.7	-1.6
33	-0.8	0.2	0.9	-3.3
34	1.3	-15.7	2.8	-12.3
35	1.8	-17.8	-1.6	0.5
36	-2.9	3.9	4.7	-1.4
37	2.0	1.2	0.0	-2.8
38	2.0	4.5	-4.0	-1.9
39	0.3	12.1	-9.2	0.1
40	4.2	-17.0	-0.2	-0.9

Complete entries from above:
`CC1(C)CC(=O)C2=C(C1)N(c1ccccc1)C(=O)CC2c1ccsc1` (stereo not given) in the list: MT1-MMP act inh: -1.6; CSN deneddyl inh: 4.1; Rpn11 block: i; FAS TE block: 1.3; MsrA inhibitor: -0.3; Rin1 Abl inh: 2.0; MLLE-PAM2 inh: 4.5; E coli Lon inh: -4.0; bovine MsrA act: -1.9
`COc1cc(CN2CCC(C(=O)N3CCN(c4ccccc4F)CC3)CC2)cc(OC)c1OC` in the list: MT1-MMP act inh: -1.1; CSN deneddyl inh: 8.1; Rpn11 block: i; FAS TE block: -7.2; MsrA inhibitor: -0.7; Rin1 Abl inh: 1.3; MLLE-PAM2 inh: -15.7; E coli Lon inh: 2.8; bovine MsrA act: -12.3
`CC(C)OCCCn1c(=NC(=O)c2ccncc2)c(C#N)cc2c(=O)n3ccccc3nc21` in the list: MT1-MMP act inh: 6.0; CSN deneddyl inh: 5.0; Rpn11 block: i; FAS TE block: -5.6; MsrA inhibitor: -0.4; Rin1 Abl inh: 4.8; MLLE-PAM2 inh: 22.4; E coli Lon inh: -2.7; bovine MsrA act: -1.6

Continued.
item	SMILES	MT1-MMP act inh	CSN deneddyl inh	Rpn11 block	FAS TE block	MsrA inhibitor
41	NC(=O)c1ccc(C(F)(F)F)cn1	-1.2	-3.2	i	-1.8	2.6
42	O=C(c1ccccc1-c1ccccc1)N1CCCC1	0.7	-2.1	i	-7.4	-0.7
43	CCN(CC)CCCn1c(C)cc2c(c1=O)C(c1ccccc1)C(C#N)=C(N)O2 (stereo not given)	-1.3	3.6	i	-4.9	0.6
44	O=C1Nc2ccccc2S/C1=C/Nc1cccc(Cl)c1	0.6	1.6	i	-2.7	0.7
45	O=C(OCC(=O)N1CCN(c2ccccc2)CC1)c1ccccc1OC(F)F	-8.4	2.3	i	4.2	-1.2
46	O=C(COC(=O)C1CCCCC1)NCc1ccc(Cl)cc1	2.1	2.0	i	-10.5	0.0
47	Cc1cccc(C(=O)Nc2ccccc2SCC(=O)Nc2ccc(C)c(Cl)c2)c1	1.8	-5.0	i	1.0	0.2
48	O=C(CCCSc1nc2ccccc2[nH]1)N1CCN(c2ccc([N+](=O)[O-])cc2)CC1	-6.7	1.7	i	15.8	0.4
49	C/C(N)=C(/C#N)C(=O)CSc1ccc2c(c1)OCCO2	1.1	-3.3	i	0.4	-1.2
50	COC(=O)C1C(=O)C=C(Nc2ccc(F)cc2)CC1c1ccc(OC)cc1 (stereo not given)	0.0	9.1	i	-4.2	1.8

item	Rin1 Abl inh	MLLE-PAM2 inh	E coli Lon inh	bovine MsrA act
41	-0.2	-4.8	9.5	-0.8
42	1.4	-10.0	-5.5	-11.5
43	-0.3	22.5	-4.8	-6.3
44	4.3	33.5	-13.1	-0.4
45	3.4	4.0	-10.5	-2.3
46	2.5	2.4	-11.9	-0.1
47	-1.7	8.3	-1.0	-1.4
48	-5.6	-73.2	-3.3	-0.3
49	3.3	21.9	1.3	-2.7
50	6.4*	7.0	-8.4	0.8
